From PubChem BioAssay
BH1578 lux ind – induces V. cholerae light production without autoinducers. actives 0.16% (n = 350,000). activation, % at 18.7 µM. V. cholerae BH1578 lux reporter, luminescence, 6 h; in the data active means activation mostly above about 9.7%, no sharp cut-off; inconclusive means no clear call, values can overlap the other calls; inactive means mostly below about 3.7%; further: not every result past the cut was called active; inactives centre near 0; reference of the scale not given here
3CLpro inhibitor – SARS-CoV 3CLpro protease inhibition. P0C6X7. recombinant SARS-CoV 3CLpro, quenched FRET peptide cleavage. inhibition, % at 6 µM. actives 0.14% (n = 290,000); in the data active means inhibition above about 12%
PfHsp40 rescue – restores yeast growth despite PfHsp40 toxicity; S. cerevisiae expressing PfHsp40, growth rescue, ATP luminescence; growth rescue, % at 12.5 µM; actives 0.68% (n = 340,000); in the data active means growth rescue above about 28%, passing the limit was not always enough; inconclusive means no clear call, values can overlap the other calls;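 further: yeast W303a lacking pdr1 and pdr3 grown in galactose medium; growth measured after three days at 30 °C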
PrPC TRFRET – cell surface PrPC inhibition, primary TR-FRET screen | P04156 | TR-FRET read-out | actives 0.43% (n = 370,000) | inhibition, % at 13.8 µM; in the data active means inhibition above about 24%; further: 0% = median of the test wells and 100% = reference compound wells
BoNT-A LC inh2 – inhibitors of Botulinum neurotoxin A light chain protease. multiplex microsphere protease substrate cleavage, flow cytometry. inhibition, % at 10 µM. actives 0.17% (n = 360,000); further: plate controls were buffer without enzyme for full effect and enzyme alone for no effect
Y pestis TopoI – Y. pestis Topo-I inhibition via cleavage products; actives 0.064% (n = 360,000); AID 504884; activity, % at 10 µM; Y. pestis Topo-I cleavage product accumulation, plate reader; in the data active means activity above about 50%, passing the limit was not always enough; inconclusive means no clear call, values can overlap the other calls; further: inactives centre near 2
PriA SSB inh – inhibitors of Klebsiella pneumoniae PriA binding to SSB C-terminal tail; AlphaScreen SSBct-PriA binding, biotinylated peptide; inhibition, % at 33 µM; actives 0.6% (n = 430,000); AID 1272365; in the data active means inhibition mostly above about 37%, no sharp cut-off; inactive means mostly below about 20%;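 further: plate controls were negative control peptide for no effect and reference peptide for full effect; strong numbers were not always called active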
Anthrax LF inh2 – anthrax lethal factor protease inhibition. P15917. inhibition, % at 10 µM. multiplex microsphere protease cleavage assay, LF. actives 0.12% (n = 360,000). AID 588501; further: plate controls were buffer without enzyme for full effect and enzyme alone for no effect
TcdB GH inh – blocks C. difficile toxin B glycohydrolase activity; P18177; AID 652162; inhibition, % at 9.99 µM; TcdB glycohydrolase enzymatic assay, plate reader; actives 0.24% (n = 350,000); in the data active means inhibition above about 10%
* = called active by the depositor; & = joins results of further samples. Unless noted, no stated cut-off is given here; in the data, active means inhibition above about 30%; inconclusive means no clear call, values can overlap the other calls; inactive means below that.

How did COc1cc(NS(=O)(=O)c2ccc(C)cc2)c2ncccc2c1 do in these assays?
BH1578 lux ind: inactive; 3CLpro inhibitor: -3; PfHsp40 rescue: 542*; PrPC TRFRET: 51*; BoNT-A LC inh2: -0.7; Y pestis TopoI: 20; PriA SSB inh: -6&15; Anthrax LF inh2: -12

How did CCC1CCCCN1CCCNC(=O)c1ccc(/C=C2/Sc3ccccc3NC2=O)cc1 (stereo unspecified) do in these assays?
BH1578 lux ind: -0.5; 3CLpro inhibitor: -4; PfHsp40 rescue: -0.3; PrPC TRFRET: -25; BoNT-A LC inh2: -0.7; Y pestis TopoI: 6; PriA SSB inh: -11; Anthrax LF inh2: -2; TcdB GH inh: 1.2

What do the screens show for `CCOC(=O)c1sc(C)c2c(=O)n(CCc3ccccc3)nnc12`?
BH1578 lux ind: inactive; 3CLpro inhibitor: 4; PfHsp40 rescue: -0.8; PrPC TRFRET: -3; BoNT-A LC inh2: -0.7; Y pestis TopoI: -9; PriA SSB inh: -22; Anthrax LF inh2: -2

Results for O=C(COC(=O)/C=C/c1cnc2ccccc2n1)NCC(F)(F)F ?
BH1578 lux ind: inactive; 3CLpro inhibitor: -1; PfHsp40 rescue: -0.4; PrPC TRFRET: -3; BoNT-A LC inh2: 0.8; Y pestis TopoI: 1; PriA SSB inh: -10; Anthrax LF inh2: -2

What do the screens show for `COc1ccc(-c2nc3n(n2)C(c2ccncc2)C(C(N)=O)=C(C)N3)cc1` (stereo unspecified)?
BH1578 lux ind: inactive; 3CLpro inhibitor: -2; PfHsp40 rescue: 0.2; PrPC TRFRET: -7; BoNT-A LC inh2: -0.3; Y pestis TopoI: -8; PriA SSB inh: -16; Anthrax LF inh2: -1

How did Cc1cc(C(=O)CSc2nnc(-c3ccc(F)cc3)o2)c(C)n1CC1COc2ccccc2O1 (stereo unspecified) do in these assays?
BH1578 lux ind: 6.6; 3CLpro inhibitor: 3; PfHsp40 rescue: -0.6; PrPC TRFRET: 5; BoNT-A LC inh2: -1.4; Y pestis TopoI: 0; PriA SSB inh: 7; Anthrax LF inh2: -3

How did COc1cc2c(C#CCCCO)c(-c3ccc(C#N)cc3)oc(=O)c2cc1OC do in these assays?
BH1578 lux ind: -0.3; PfHsp40 rescue: -0.1; PrPC TRFRET: -1; BoNT-A LC inh2: 0.3; Y pestis TopoI: 7; PriA SSB inh: 7; Anthrax LF inh2: -3; TcdB GH inh: -1.6

Results for O=C(CN1CCN(S(=O)(=O)c2cccc(Cl)c2)CC1)N1CCCCC1 ?
BH1578 lux ind: inactive; PfHsp40 rescue: -1.8; PrPC TRFRET: -6; BoNT-A LC inh2: 0.9; Y pestis TopoI: 0; PriA SSB inh: 0; Anthrax LF inh2: 8; TcdB GH inh: 2.4

What do the screens show for `COc1ccc2nc(NC(=O)CSCc3c(C)noc3C)sc2c1`?
BH1578 lux ind: -1.6; PfHsp40 rescue: 1.2; PrPC TRFRET: -6; BoNT-A LC inh2: -0.8; Y pestis TopoI: 1; PriA SSB inh: 1; Anthrax LF inh2: -5; TcdB GH inh: 1.0

How did COc1cc(C(=O)Oc2cccc(/C=N/NC(=O)c3cc(C)[nH]n3)c2)cc(OC)c1OC do in these assays?
BH1578 lux ind: -0.2; 3CLpro inhibitor: 1; PfHsp40 rescue: 1.0; PrPC TRFRET: -4; BoNT-A LC inh2: 3.1; Y pestis TopoI: 20; Anthrax LF inh2: 0; TcdB GH inh: 1.1

How did CSc1cccc(NC(=S)N2CCCN(Cc3ccc(F)cc3)C2)c1 do in these assays?
BH1578 lux ind: inactive; 3CLpro inhibitor: -1; PfHsp40 rescue: -0.1; PrPC TRFRET: -3; Y pestis TopoI: -8; PriA SSB inh: 6; TcdB GH inh: -0.1

Results for COc1ccc(C)cc1S(=O)(=O)NC(C)c1cnn(-c2ccccn2)c1C (stereo unspecified) ?
BH1578 lux ind: 0.1; 3CLpro inhibitor: -4; PfHsp40 rescue: -0.1; PrPC TRFRET: -4; BoNT-A LC inh2: 1.6; Y pestis TopoI: -2; PriA SSB inh: -15; Anthrax LF inh2: -1; TcdB GH inh: 0.2

Results for CC(C)C(O)C1CCN(Cc2nc(Cc3ccccc3Cl)no2)CC1 (stereo unspecified) ?
BH1578 lux ind: -0.5; 3CLpro inhibitor: 0; PfHsp40 rescue: 0.0; PrPC TRFRET: 3; BoNT-A LC inh2: -0.4; Y pestis TopoI: 14; PriA SSB inh: -15; Anthrax LF inh2: 2; TcdB GH inh: -7.6

How did CCOC(=O)c1c(NC(C)=O)sc2c1CCC(C=O)=C2Sc1ccccc1 do in these assays?
BH1578 lux ind: -0.6; 3CLpro inhibitor: -1; PfHsp40 rescue: 0.2; PrPC TRFRET: -11; BoNT-A LC inh2: 50*; Y pestis TopoI: 22; PriA SSB inh: 15; Anthrax LF inh2: 41*; TcdB GH inh: 0.1

Results for Cc1cc(NC(=O)COC(=O)c2nccnc2N)n(-c2ccccc2)n1 ?
BH1578 lux ind: inactive; PfHsp40 rescue: -0.4; PrPC TRFRET: 4; BoNT-A LC inh2: inconclusive; Y pestis TopoI: -2; PriA SSB inh: -14; Anthrax LF inh2: inconclusive; TcdB GH inh: -0.4

Results for O=C(O)c1ccc(Cn2cnc3c(=O)[nH]cnc32)cc1 ?
BH1578 lux ind: -8.3; PfHsp40 rescue: -0.9; PrPC TRFRET: 0; BoNT-A LC inh2: 0.1; Y pestis TopoI: 8; PriA SSB inh: -12; Anthrax LF inh2: 2; TcdB GH inh: 0.3

How did CCc1nn(CCCC(=O)NCc2ccccc2C)c(=O)c2cc3occc3n12 do in these assays?
BH1578 lux ind: -0.2; 3CLpro inhibitor: 1; PfHsp40 rescue: -0.5; PrPC TRFRET: 4; BoNT-A LC inh2: 2.7; Y pestis TopoI: 8; PriA SSB inh: -8; Anthrax LF inh2: -1; TcdB GH inh: -0.2

Results for O=C1CCC(C(=O)N2CCCCO2)CN1Cc1cccc(C(F)(F)F)c1 (stereo unspecified) ?
BH1578 lux ind: 2.7; 3CLpro inhibitor: 0; PfHsp40 rescue: 1.1; PrPC TRFRET: 0; BoNT-A LC inh2: -1.8; Y pestis TopoI: -5; PriA SSB inh: -13; Anthrax LF inh2: 0; TcdB GH inh: 1.3

What do the screens show for `COc1ccc(-c2sc3ccc(-c4ccc5c(c4)OCO5)cc3c2-c2ccc(OC)nc2)cc1`?
BH1578 lux ind: inactive; PfHsp40 rescue: 0.0; PrPC TRFRET: 1; BoNT-A LC inh2: 0.3; Y pestis TopoI: -7; PriA SSB inh: -10; Anthrax LF inh2: 5; TcdB GH inh: 0.0

How did C=C1c2nc3ccccc3n2C=C(c2ccc(C)cc2)N1c1ccccc1 do in these assays?
PfHsp40 rescue: -0.8; PrPC TRFRET: -5; BoNT-A LC inh2: -0.4; Y pestis TopoI: -8; PriA SSB inh: 1; Anthrax LF inh2: -6; TcdB GH inh: -1.1

How did Cc1cc(Cl)ccc1NC(=O)CN1C(=O)CSc2ccc(S(=O)(=O)N3CCOCC3)cc21 do in these assays?
BH1578 lux ind: inactive; 3CLpro inhibitor: 6; PfHsp40 rescue: 0.7; PrPC TRFRET: 15; BoNT-A LC inh2: -1.3; Y pestis TopoI: 4; PriA SSB inh: -1; Anthrax LF inh2: 4; TcdB GH inh: 1.4

Results for CCS(=O)(=O)N1CCN(CC(=O)NC2CCCCC2)CC1 ?
BH1578 lux ind: -0.2; 3CLpro inhibitor: -1; PfHsp40 rescue: 0.4; PrPC TRFRET: -4; BoNT-A LC inh2: 0.1; Y pestis TopoI: 8; PriA SSB inh: 1; Anthrax LF inh2: -3; TcdB GH inh: -0.4

How did Fc1cccc(CCN2CCNC[C@@H]2c2ccccc2)c1 do in these assays?
BH1578 lux ind: inactive; PfHsp40 rescue: 0.0; PrPC TRFRET: -6; BoNT-A LC inh2: -0.3; Y pestis TopoI: 4; PriA SSB inh: -8; Anthrax LF inh2: 6; TcdB GH inh: -1.2

Results for CCC(=O)N1CCN(c2ccc(Cl)cc2NC(=O)Cc2ccccc2)CC1 ?
BH1578 lux ind: inactive; 3CLpro inhibitor: 1; PfHsp40 rescue: -0.9; PrPC TRFRET: 2; BoNT-A LC inh2: 0.3; Y pestis TopoI: 21; PriA SSB inh: 2; Anthrax LF inh2: -7

How did Cc1ccc(C)c(N2N=C(C(=O)Nc3ccccc3N3CCOCC3)CCC2=O)c1 do in these assays?
BH1578 lux ind: 4.4; PfHsp40 rescue: 4.1; PrPC TRFRET: -5; BoNT-A LC inh2: -0.3; Y pestis TopoI: 2; PriA SSB inh: -6; Anthrax LF inh2: -5; TcdB GH inh: 1.7

How did Cc1cc(OCc2cc(C(=O)N(C)C3CCOCC3)no2)cc(C)c1Cl do in these assays?
BH1578 lux ind: -1.9; 3CLpro inhibitor: 7; PfHsp40 rescue: 0.2; PrPC TRFRET: 5; BoNT-A LC inh2: 1.7; Y pestis TopoI: 36; PriA SSB inh: -12; Anthrax LF inh2: -1; TcdB GH inh: 2.2

How did COc1ccc(C(=O)OCC(=O)NCc2ccc3c(c2)OCO3)cc1[N+](=O)[O-] do in these assays?
BH1578 lux ind: 3.4; 3CLpro inhibitor: 5; PfHsp40 rescue: 0.7; PrPC TRFRET: -3; BoNT-A LC inh2: -0.1; Y pestis TopoI: -8; PriA SSB inh: -3; Anthrax LF inh2: -2

What do the screens show for `CCCCCOC(=O)C1=C(C)Nc2nnnn2C1c1ccc(OC)c(OC)c1OC` (stereo unspecified)?
BH1578 lux ind: -0.2; 3CLpro inhibitor: 3; PfHsp40 rescue: 0.2; PrPC TRFRET: 11; BoNT-A LC inh2: 5.6; Y pestis TopoI: 23; PriA SSB inh: 8; Anthrax LF inh2: 0; TcdB GH inh: -0.1

Results for COc1ccc(NC(=O)C2=CC(c3ccco3)=NS(=O)(=O)N2C)cc1 ?
BH1578 lux ind: 0.0; 3CLpro inhibitor: 0; PfHsp40 rescue: -1.0; PrPC TRFRET: -23; BoNT-A LC inh2: -0.5; Y pestis TopoI: 0; PriA SSB inh: -1; Anthrax LF inh2: 2; TcdB GH inh: 0.5

How did COc1ccc(S(=O)(=O)CC(=O)c2cc3cccc(C)c3oc2=O)cc1 do in these assays?
BH1578 lux ind: -0.6; 3CLpro inhibitor: 0; PfHsp40 rescue: -0.2; BoNT-A LC inh2: 1.4; Y pestis TopoI: -12; PriA SSB inh: -3; Anthrax LF inh2: 0

What do the screens show for `COc1ccccc1CNC(=O)CN1CCC(NC(=O)c2ccccc2F)CC1`?
BH1578 lux ind: inactive; 3CLpro inhibitor: 4; PfHsp40 rescue: 0.0; PrPC TRFRET: -5; BoNT-A LC inh2: 0.9; Y pestis TopoI: -3; PriA SSB inh: 11; Anthrax LF inh2: 2

What do the screens show for `COc1ccc(C2=NOC(Cn3nc(-c4ccccc4C)cc3C(=O)O)C2)cc1` (stereo unspecified)?
BH1578 lux ind: -1.6; PfHsp40 rescue: 0.4; PrPC TRFRET: 8; BoNT-A LC inh2: 0.0; Y pestis TopoI: 8; PriA SSB inh: -9; Anthrax LF inh2: 0; TcdB GH inh: -1.9

3 structures already listed, arranged by heavy-atom count, largest number first.
How did Cc1ccc(C)c(N2N=C(C(=O)Nc3ccccc3N3CCOCC3)CCC2=O)c1 do in these assays?
BH1578 lux ind: 4.4; PfHsp40 rescue: 4.1; PrPC TRFRET: -5; BoNT-A LC inh2: -0.3; Y pestis TopoI: 2; PriA SSB inh: -6; Anthrax LF inh2: -5; TcdB GH inh: 1.7

Results for CCC(=O)N1CCN(c2ccc(Cl)cc2NC(=O)Cc2ccccc2)CC1 ?
BH1578 lux ind: inactive; 3CLpro inhibitor: 1; PfHsp40 rescue: -0.9; PrPC TRFRET: 2; BoNT-A LC inh2: 0.3; Y pestis TopoI: 21; PriA SSB inh: 2; Anthrax LF inh2: -7

How did Fc1cccc(CCN2CCNC[C@@H]2c2ccccc2)c1 do in these assays?
BH1578 lux ind: inactive; PfHsp40 rescue: 0.0; PrPC TRFRET: -6; BoNT-A LC inh2: -0.3; Y pestis TopoI: 4; PriA SSB inh: -8; Anthrax LF inh2: 6; TcdB GH inh: -1.2

A portion of the library (hit frequency here may not be typical).
